# CYP2C9 act: human CYP2C9 activators, primary screen, biochemical, luminescence. recombinant CYP2C9, luciferin-H conversion; active compounds read high; factor 1 = untreated enzyme, 0 = blocked. 1.4% of 96,000 active. Cytochrome P450 2C9 (Homo sapiens), P11712. activation factor at 5 µM;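 active = activation factor of 2 or more for CYP2C9 at a 5 µM dose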;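 note: 0 = sulfaphenazole-blocked wells and 1 = vehicle-only wells; values of inactives mirror those of a sister screen read the other way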
# CYP2C9 inh: blockers of cytochrome P450 2C9 activity – biochemical, luminescence, ADME assay, primary screen. P11712. CYP2C9 Supersomes, luciferin-H conversion. inhibition, % at 5 µM. 20% of 96,000 active. AID 777, 2007;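 active = blocking of liver enzyme CYP2C9 beyond about 50% at 5 µM, limit read from the data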; note: values of inactives mirror those of a sister screen read the other way
# Rev-RRE block: HIV-1 Rev-RRE binding inhibitors, primary screen, biochemical, FRET, protein-RNA interaction; inhibition, % at 8 µM; P05866; Rev peptide-RRE RNA binding; 0.79% of 97,000 active;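 active = inhibition above the screen-wide mean plus 3 SD, cut at about 35% in these data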;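 note: 0% = median DMSO wells and 100% = median Neomycin B control wells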
# Target sequence (P05866 whole entry, looked up): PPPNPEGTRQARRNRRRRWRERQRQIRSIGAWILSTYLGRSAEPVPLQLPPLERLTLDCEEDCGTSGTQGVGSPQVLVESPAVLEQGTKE
#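 Assay system: labelled RRE RNA duplex and labelled Rev peptide / Medium: HEPES pH 7.5 salt buffer with EDTA / Reagent: labelled Rev peptide / Schedule: 5 + 15 min at 25 °C / Signal: FRET, excitation 480 nm, emission 540 nm donor and 671 nm acceptor / Benchmarks: DMSO and neomycin B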
# PLK1 PBD inh: Plk1 polo box domain binding inhibitors, primary screen, biochemical, fluorescence polarization | Serine/threonine-protein kinase PLK1 (Homo sapiens), P53350 | Plk1 PBD phosphopeptide binding | inhibition, %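 (tested at about 20 µM)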 | 0.13% of 97,000 active | AID 693, 2007; in the data active = inhibition above about 34%, passing the limit was not always enough
# LYP act: LYP phosphatase activators, primary screen, biochemical, DiFMUP fluorescence, 2 µM. recombinant LYP; 0 = plate median, 100 = signal doubled. activation, % at 2 µM. 0.11% of 96,000 active. AID 697, 2007;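 active = activation at 2 µM above a set limit, the mean plus 5 SD, cut at about 37% in these data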
# Target sequence (Q9Y2R2 whole entry, looked up): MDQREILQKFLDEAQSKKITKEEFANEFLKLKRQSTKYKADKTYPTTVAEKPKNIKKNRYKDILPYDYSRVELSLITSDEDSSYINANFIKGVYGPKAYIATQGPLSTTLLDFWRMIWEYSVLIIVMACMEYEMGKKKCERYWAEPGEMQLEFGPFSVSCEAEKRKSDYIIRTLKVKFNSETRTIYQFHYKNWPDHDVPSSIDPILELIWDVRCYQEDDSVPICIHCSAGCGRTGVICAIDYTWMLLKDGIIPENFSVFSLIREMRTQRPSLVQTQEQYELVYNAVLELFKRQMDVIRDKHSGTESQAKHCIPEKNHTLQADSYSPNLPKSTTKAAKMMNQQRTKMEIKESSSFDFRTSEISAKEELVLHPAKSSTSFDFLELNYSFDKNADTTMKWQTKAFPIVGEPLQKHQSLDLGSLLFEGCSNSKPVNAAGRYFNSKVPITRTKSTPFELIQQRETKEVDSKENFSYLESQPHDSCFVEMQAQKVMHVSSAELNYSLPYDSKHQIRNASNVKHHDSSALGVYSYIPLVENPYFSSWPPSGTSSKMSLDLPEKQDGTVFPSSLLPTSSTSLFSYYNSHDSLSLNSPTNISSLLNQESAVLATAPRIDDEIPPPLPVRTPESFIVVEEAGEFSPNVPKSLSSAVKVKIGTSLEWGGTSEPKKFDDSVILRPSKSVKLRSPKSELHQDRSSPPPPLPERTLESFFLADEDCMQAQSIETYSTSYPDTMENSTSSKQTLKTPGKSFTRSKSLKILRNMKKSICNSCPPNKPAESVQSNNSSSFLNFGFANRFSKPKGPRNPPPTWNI
# EphB4 ephrin blk: EphB4-ephrin-B2 interaction antagonists, primary screen, biochemical, TNYL-RAW peptide probe, fluorescence polarization; inhibition, % at 7 µM; 0.15% of 97,000 active; EphB4 LBD / TNYL-RAW-Alexa532 peptide; Ephrin type-B receptor 4 (Homo sapiens), P54760;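 active = inhibition above the screen-wide mean inhibition plus 3 SD, cut at about 15% in these data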;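 note: 0% = DMSO wells and 100% = excess unlabeled TNYL-RAW peptide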
# PTPN22 inh 2: PTPN22 phosphatase inhibitors, primary screen, biochemical, DiFMUP fluorescence, 2 µM; Tyrosine-protein phosphatase non-receptor type 22 (Homo sapiens), Q9Y2R2; recombinant LYP catalytic domain; inhibition, % at 2 µM; 0.21% of 96,000 active;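 active = inhibition at 2 µM at or above a set limit, the screen mean plus 3 SD, cut at about 24% in these data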;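 note: 0% = DMSO with enzyme and 100% = enzyme fully blocked by orthovanadate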
# PLK1 kinase inh: human PLK1 kinase inhibitors, primary screen, biochemical, TR-FRET | 0.53% of 97,000 active | inhibition, % at 10 µM | recombinant PLK1 kinase, TR-FRET peptide phosphorylation | Serine/threonine-protein kinase PLK1 (Homo sapiens), P53350;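 active = inhibition of 50% or more in the single-concentration screen; inactive = inhibition below 50%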;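 note: 0% = DMSO max control and 100% = H-89 dihydrochloride min control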
# Candida biofilm: clotrimazole potentiators killing Candida biofilms, primary screen, with clotrimazole, Alamar Blue. C. albicans biofilm + clotrimazole. inhibition, % at 6 µM. 0.14% of 85,000 active;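 active = inhibition above 20%; inactive = inhibition below 20%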;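 note: preformed 24 hr biofilms exposed to compound for 48 hr; 0% = biofilm without compound and 100% = blank killed by clotrimazole plus chlorhexidine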
# An asterisk follows results filed as active; nt = no result given.
SMILES,CYP2C9 act,CYP2C9 inh,Rev-RRE block,PLK1 PBD inh,LYP act,EphB4 ephrin blk,PTPN22 inh 2,PLK1 kinase inh,Candida biofilm
CCCCNC(=O)Cn1c(=O)oc2cc(S(=O)(=O)N3CC(C)CC(C)C3)ccc21 (stereo not drawn),0.4,57*,7,17,1,-2,-2,-15,4
COc1ccc(-c2nc(CSCC(=O)N3CCC(C(N)=O)CC3)c(C)o2)cc1OC,1,-3,4,16,4,7,-6,-10,nt
CC(C)Cc1nnc(NS(=O)(=O)c2ccc(Cl)cc2)s1,0.3,70*,-3,10,21,-3,-23,-13,3
Cc1c(NC(=O)Cn2nc(C(=O)O)c3ccccc3c2=O)c(=O)n(-c2ccccc2)n1C,1,0,5,14,-4,-1,1,-4,7
O=C(Cn1c(O)c(/C=C2\C=Nc3ccc(Br)cc32)sc1=O)N1CCCC1,0.1,91*,-5,-10,0,6,-3,2,nt
Cc1cc(=O)oc(C)c1C(=O)NCc1c(F)cc(F)cc1F,0.7,32,1,-36,5,6,-7,-10,-2
CCc1ccc(C(C(=O)NC2CCCCC2)N(C(=O)CNC(=O)c2ccco2)c2cccnc2)cc1 (stereo not drawn),nt,nt,6,30,4,-1,-4,-10,8
NC(=O)c1ccsc1NC(=O)COC(=O)C1CCCN1C(=O)c1cccs1 (stereo not drawn),0.3,72*,5,-2,-2,1,-2,-11,6
CCCc1[nH]c(=O)c(C#N)c2c1COC(C)(C)C2,0.8,20,3,-9,1,2,0,-7,4
COc1ccc(NC(C)=O)cc1NC(=O)CN1CCN(S(=O)(=O)c2ccc(C(C)C)cc2)CC1,1.1,-15,8,-21,-9,-4,7,7,2
CCOC(=O)CNC(=O)CSc1nc2nc(C)c(Br)cc2[nH]1,0.4,61*,1,5,4,0,-6,2,1
Cc1noc(C)c1S(=O)(=O)NCc1ccc2c(c1)OCO2,0,98*,nt,1,12,nt,-14,4,-3
COc1ccc(N2C(=O)[C@@H]3Cc4ccccc4CN3C2=O)cc1,1,-3,8,10,-8,2,7,-5,5
CCC(=O)Nc1nc2c(OC)ccc(OC)c2s1,1,2,7,12,2,-2,-6,-13,-1
CCOC(=O)Cn1nnnc1CN(Cc1cccs1)Cc1cc2cc(C)cc(C)c2[nH]c1=O,1.3,-30,11,-28,-15,7,16,-24,4
Cc1cc(C)cc(NC(=O)CSCc2nc3c(nnn3Cc3ccc(F)cc3)c(=O)[nH]2)c1,nt,nt,-4,8,-3,-3,4,-6,9
CCN1N=C(c2ccccc2)Cn2c1nc1ccccc12,0.3,69*,-8,-3,-8,-3,10,2,-1
O=C(Nc1cccnc1)Nc1ccc(Br)cc1Cl,0.7,29,-1,6,-5,10,0,-5,5
Cn1c(=O)cc(NCCc2ccccc2)[nH]c1=O,1,-2,10,-34,-1,9,6,9,nt
Cc1ccc(OCC(=O)NNC(=O)CCC(=O)Nc2ccc(C)cc2C)cc1,0.9,8,2,-11,-11,-1,15,-5,nt

# Brought forward from above: 3 entries; new compounds follow.
SMILES,CYP2C9 act,CYP2C9 inh,Rev-RRE block,PLK1 PBD inh,LYP act,EphB4 ephrin blk,PTPN22 inh 2,PLK1 kinase inh,Candida biofilm
O=C(Nc1cccnc1)Nc1ccc(Br)cc1Cl,0.7,29,-1,6,-5,10,0,-5,5
Cn1c(=O)cc(NCCc2ccccc2)[nH]c1=O,1,-2,10,-34,-1,9,6,9,nt
Cc1ccc(OCC(=O)NNC(=O)CCC(=O)Nc2ccc(C)cc2C)cc1,0.9,8,2,-11,-11,-1,15,-5,nt
CCC(C)N(C(=O)COC(=O)Cc1n[nH]c(=O)c2ccccc12)C1CCS(=O)(=O)C1 (stereo not drawn),0.9,7,7,-6,-10,7,10,-13,6
Cc1c(Cl)c(C(=O)NC2C3CC4CC(C3)CC2C4)nn1C (stereo not drawn),nt,nt,5,16,-2,-10,2,-14,10
COc1ccc(CCNC(=O)COc2ccc(S(=O)(=O)NC(C)C)cc2Cl)cc1OC,0.1,86*,5,30,-6,-1,11,-9,nt
CCOC(=O)c1cc2c(N)c(C(=O)c3cc(C#N)c(SC)nc3C)sc2nc1C,0.6,36,9,-12,-12,5,9,-32,3
CC1(C)Cc2ccccc2C(NNC(=O)c2cccnc2)=N1,nt,nt,5,-1,1,6,-2,1,10
c1cc(C(c2nnnn2C2CCCC2)N2CCOCC2)ccn1 (stereo not drawn),0.7,28,4,21,5,-6,-1,-6,3
O=C(Nc1ccccc1)c1ccn[nH]1,1,1,10,5,-5,6,2,-10,7
C=CCOc1c2ccc(C(=O)NCCc3ccc(C)cc3)cc2nn1C,0.8,20,2,-20,3,-3,-1,-9,nt
Cc1ccn2cc(CNS(=O)(=O)c3ccc(Cl)s3)nc2c1,0.8,23,6,-32,-7,-3,6,-14,9
COCC(=O)NCCc1ccc(S(N)(=O)=O)cc1,1,-1,8,-9,-4,3,1,-19,-1
COc1ccc(S(=O)(=O)N(C)c2ccc(C(N)=O)cc2)cc1,0.5,50,5,4,5,1,-6,-14,7
CCOC(=O)C1CCCN(C(=O)c2cc3ncc(Br)cn3n2)C1 (stereo not drawn),1,-3,7,-2,-3,10,5,-13,8
Cc1cc(C)cc(-n2nnc(C(=O)NCc3ccco3)c2N)c1,nt,nt,7,-4,-4,0,1,-12,5
COc1ccc(OC)c(NC(=O)CN2CCC(C(=O)c3ccc(C)cc3)CC2)c1,0.6,38,6,12,2,-1,-4,-15,10
CCc1ccc(-c2nc(CN3CCC(C(=O)NCc4ccco4)CC3)c(C)o2)cc1,0.8,22,8,10,3,3,-5,-14,nt
COc1ccccc1C(=O)Nc1nnn(C)n1,1.5,-49,7,1,-6,4,3,1,3
Cc1ccc(C(=O)ON=C2CCN(c3ccc([N+](=O)[O-])cc3)CC2)cc1,0.9,10,7,-20,5,-13,-6,-14,nt
COc1cccc(NC(=O)CSc2ccc3nnc(-c4ccncc4)n3n2)c1,0.5,50,1,-11,-5,6,5,-4,14
c1ccc(-c2cn3cccnc3n2)cc1,1,-1,6,-27,4,-5,-4,-17,6
CNC(=O)Nc1ccc(Cl)cc1,1,-2,4,-15,-1,5,0,-6,3

# An excerpt from above in order of their number in Rev-RRE block, smallest number first.
Structure,Rev-RRE block
COc1cccc(NC(=O)CSc2ccc3nnc(-c4ccncc4)n3n2)c1,1
c1cc(C(c2nnnn2C2CCCC2)N2CCOCC2)ccn1 (stereo not drawn),4
COc1ccc(CCNC(=O)COc2ccc(S(=O)(=O)NC(C)C)cc2Cl)cc1OC,5
Cc1ccn2cc(CNS(=O)(=O)c3ccc(Cl)s3)nc2c1,6
Cc1cc(C)cc(-n2nnc(C(=O)NCc3ccco3)c2N)c1,7
CCOC(=O)c1cc2c(N)c(C(=O)c3cc(C#N)c(SC)nc3C)sc2nc1C,9

# Other results:
SMILES,CYP2C9 act,CYP2C9 inh,Rev-RRE block,PLK1 PBD inh,LYP act,EphB4 ephrin blk,PTPN22 inh 2,PLK1 kinase inh,Candida biofilm
Cc1snc(S(=O)(=O)Cc2ccccc2Cl)c1C#N,1,4,0,8,4,-6,0,-3,nt
CCC(C)NS(=O)(=O)c1ccc(OCC(=O)Nc2ccc(F)cc2F)cc1 (stereo not drawn),nt,nt,3,1,-15,7,12,-7,10
CC(C)C(=O)N(Cc1ccc2c(c1)OCO2)Cc1ccccn1,0.8,16,3,-15,0,2,-1,5,5
Cc1nc(SC2CCOC2=O)c2c(C)c(C)sc2n1 (stereo not drawn),1.5,-51,7,-7,0,8,3,3,nt
O=C(Nc1ccc2c(c1)OCO2)C1CCN(C(=O)CSc2ncnc3ccccc23)CC1,0.7,33,8,-5,-1,-2,-2,-3,8
CC(C)CNC(=O)C1CCCN1S(=O)(=O)c1ccc(Cl)cc1 (stereo not drawn),0.9,8,7,-6,5,10,-3,-8,3
Cc1ccc(/C=N/NC(=O)Cc2c[nH]c3ccccc23)c(C)c1,0.7,34,8,-7,-11,3,14,-8,nt
Cc1nc2ccc(CCO)cc2s1,nt,nt,7,15,2,-8,-6,-14,11
COc1ccc(NC(=O)c2cccnc2N2CCCCC2)cc1,nt,nt,-2,-6,-4,-2,1,-15,5
Cc1cc(N)n2nc(C)c(-c3ccccc3)c2n1,1,-2,9,22,-18,8,18,-4,-3
CN(C)c1ccc(-n2cccc2/C=C2/SC(=Nc3ccc(F)cc3)NC2=O)cc1,0.9,5,3,-2,-10,-8,15,-7,nt
O=C(Nc1ccc(C(F)(F)F)cc1)C1CCCN1S(=O)(=O)c1cccc2cccnc12 (stereo not drawn),0.4,57*,17,-16,-11,-7,11,1,0
Cc1ccc(NC(=O)NNS(=O)(=O)c2ccc(Br)cc2)cc1,0.9,6,4,-11,-2,0,6,-5,nt
N#Cc1sc2nc3c(c(-c4ccco4)c2c1N)CCCC3,0.9,5,11,-6,3,0,-2,-7,4
CCc1nc(SCC(=O)NNC(=O)C(C)C)c2ccccc2n1,1.4,-37,-2,18,nt,-5,nt,-9,nt
COc1cc2c(cc1NC(=O)CN1CCN(S(=O)(=O)c3ccccc3F)CC1)oc1ccccc12,0.7,29,-4,13,-10,-4,10,-13,5
CSC1=C(C#N)C(CC(C)C)C(C(C)=O)=C(C)N1 (stereo not drawn),0.5,49,0,2,13,5,-14,-24,4
CCOc1ccccc1Nc1nc(N)nc(CSc2nncn2C)n1,1,3,1,11,1,7,2,-12,-5
CC(=O)Nc1ccc(NC(=O)CSCc2cnn(-c3ccccc3)c2-n2cccc2)cc1,0.1,87*,5,-10,2,1,-2,-2,6
CCC1(CC)C(=O)C(C)(C)C(=O)OC1c1ccccn1 (stereo not drawn),0.4,60*,0,13,14,-2,-14,-12,4
CNC(=O)c1c(N)sc2c1CCCCC2,0.6,44,24,-9,5,5,-6,-8,4
CC(C)N(C(=O)Cn1cnc2c(cnn2-c2ccccc2Cl)c1=O)C(C)C,1,0,3,21,-2,-1,5,-7,8
CC1N(O)C(c2ccc(Cl)cc2Cl)N(O)C1(C)C (stereo not drawn),nt,nt,7,-10,7,8,-10,-9,3

# Source: PubChem (several laboratories)
